High-throughput results from PubChem BioAssay.
Pin1 inhibitor: inhibitors of human Pin1 | Potency, µM (doses to about 115 µM), inactives show at the highest dose activity, negative = inhibition, hits mostly inhibitors | Pin1 FP peptide displacement, HiFluor488, 10 min | Q13526 | AID 504891 | actives 0.009% (n = 390,000); active means well fitted inhibition curve with a large enough effect in the polarisation, with a control signal flat, not every such curve was filed as active; inconclusive means small, poorly fitted or top-dose-only effect, or effect the other way, or a change in a side signal; inactive means no such curve, though single readings can be large or run the other way; the % refers to the polarisation; further: on the % scale 0 is the no-effect control and ±100 the full control effect
Target sequence (Q13526 whole entry, looked up): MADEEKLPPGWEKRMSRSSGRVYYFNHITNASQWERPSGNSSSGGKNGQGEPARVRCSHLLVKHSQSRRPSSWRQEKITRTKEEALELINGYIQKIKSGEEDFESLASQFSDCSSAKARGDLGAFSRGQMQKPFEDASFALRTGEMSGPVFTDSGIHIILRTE
JMJD2A Tudor inh: JMJD2A Tudor domain (human) inhibition; Potency, µM (highest dose often 114 µM), for the others: at the top dose activity change, negative = inhibition, most hits filed as inhibitors; AlphaScreen JMJD2A-Tudor / H3K4me3 peptide binding; AID 504339; O75164; actives 4.4% (n = 390,000); further: on the % scale 0 is the no-effect control and ±100 the full control effect; nearly all actives have a fitted effect of over 50% in size
12-LOX inh: blocks human arachidonate 12S-lipoxygenase; P18054; actives 1.1% (n = 580,000); Potency, µM (titrated, usually from 108 µM), for the others: at the highest dose activity change, negative = inhibition, most hits filed as inhibitors; AID 1671190; purified 12hLO, xylenol orange hydroperoxide absorbance; further: on the % scale 0 is the no-effect control and ±100 the full control effect
Target sequence (P18054 whole entry, looked up): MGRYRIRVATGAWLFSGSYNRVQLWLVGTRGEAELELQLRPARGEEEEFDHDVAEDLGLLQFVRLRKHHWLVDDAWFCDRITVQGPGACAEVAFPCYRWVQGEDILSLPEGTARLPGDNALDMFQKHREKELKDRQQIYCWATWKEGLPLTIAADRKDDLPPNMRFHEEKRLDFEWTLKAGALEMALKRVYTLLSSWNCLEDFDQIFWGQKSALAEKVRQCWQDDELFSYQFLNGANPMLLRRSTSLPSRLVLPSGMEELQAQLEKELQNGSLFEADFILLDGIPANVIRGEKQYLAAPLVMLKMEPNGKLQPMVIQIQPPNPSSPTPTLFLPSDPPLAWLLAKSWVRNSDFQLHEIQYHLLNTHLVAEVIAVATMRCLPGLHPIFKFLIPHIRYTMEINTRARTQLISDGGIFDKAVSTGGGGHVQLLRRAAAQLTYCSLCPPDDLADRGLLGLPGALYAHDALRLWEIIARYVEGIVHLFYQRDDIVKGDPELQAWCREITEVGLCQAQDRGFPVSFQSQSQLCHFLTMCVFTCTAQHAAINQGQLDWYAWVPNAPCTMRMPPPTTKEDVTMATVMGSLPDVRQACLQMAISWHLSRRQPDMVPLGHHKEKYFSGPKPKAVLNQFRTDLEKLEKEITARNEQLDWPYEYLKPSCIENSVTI
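Purified human 12hLO (150 nM final) in 25 mM Hepes, 0.01% Triton X-100, pH 7.0 was preincubated 15 min at room temperature with compound. Then 40 uM arachidonic acid was added, 30 min. Hydroperoxide was read by Fe-XO absorbance ratio 573/405 nm.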
rTrxR1 inhibitor: rat TrxR1 inhibition | O89049 | actives 1% (n = 390,000) | Potency, µM (titrated, usually from 114 µM), for inactives: top-dose activity change, negative = inhibition, usual class: inhibitors | recombinant rTrxR1, NADPH fluorescence consumption, selenite substrate; further: on the % scale 0 is the no-effect control and ±100 the full control effect; nearly all actives have a fitted effect of over 65% in size
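Rat TrxR1 (90 nM in the dispensed reagent) was pre-reduced with 400 uM NADPH for 5 min at room temperature, then incubated with compound for 15 min. After 400 uM selenite was added, NADPH fluorescence (Ex 340/Em 450 nm) was followed for 8 min.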
GLS inhibitor: inhibitors of human glutaminase (GLS). actives 0.21% (n = 410,000). AID 624170. Potency, µM (titrated, usually from 45.5 µM), inactives show at the top dose activity change, negative = inhibition, usual class: inhibitors. O94925. GLS enzymatic activity, qHTS titration; further: on the % scale 0 is the no-effect control and ±100 the full control effect
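Assay buffer: 45 mM KH2PO4 pH 8.2, 0.02% Tween-20. hKGA acts on L-glutamine (1 mM solution added); product glutamate is reported by an oxidase/peroxidase Amplex Red coupling, with fluorescence taken at baseline and 30 min.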
HP1b chromo inh: blocks HP1-beta chromodomain binding to methylated histone tails | AlphaScreen HP1-beta / biotin-H3K9me3 peptide binding | Potency, µM (doses to about 114 µM), for inactives: top-dose activity change, negative = inhibition, usual class: inhibitors | actives 0.56% (n = 390,000) | P83916; further: nearly all actives have a fitted effect of over 70% in size; inactives centre near 23
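AlphaScreen: HP1-beta (50 nM) preformed 30 min with biotin-H3(1-18)K9me3 peptide (50 nM) in PBS pH 7.4, 0.01% Tween-20. Compound added for 30 min at RT, then streptavidin donor/nickel chelate acceptor beads (10 ug/mL) for 30 min.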
RGS4 inh: human RGS4 inhibition. Potency, µM (doses to about 114 µM), without a hit: top-dose activity change, negative = inhibition, most hits filed as inhibitors. P49798. Transcreener GDP fluorescence polarization, RGS4-accelerated GTP hydrolysis. actives 0.039% (n = 390,000); further: on the % scale 0 is the no-effect control and ±100 the full control effect; nearly all actives have a fitted effect of over 75% in size; some results filed as inactive show a strong effect at the top dose
Target sequence (P49798 whole entry, looked up): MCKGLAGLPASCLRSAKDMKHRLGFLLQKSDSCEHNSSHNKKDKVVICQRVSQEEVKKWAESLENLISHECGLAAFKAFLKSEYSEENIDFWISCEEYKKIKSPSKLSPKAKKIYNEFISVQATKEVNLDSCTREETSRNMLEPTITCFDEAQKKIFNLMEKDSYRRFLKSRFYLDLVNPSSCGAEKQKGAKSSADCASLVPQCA
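MLSMR compounds (23 nl, pin-transferred) preincubated 10 min at room temperature with a 500nM (2x) first reagent, then RGS4 at 900nM (2x) plus Transcreener GDP mix added; fluorescence polarization (620/688 nm) read before and after 90 min at 30 °C.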
ERG Ets-DNA blk: inhibitors of human ERG Ets domain-DNA interaction. P11308. fluorescence polarization, His-ERG Ets domain / labelled DNA. Potency, µM (top dose mostly 76.9 µM), for the others: at the top dose FP activity, negative = inhibition, usual class: inhibitors. actives 0.028% (n = 370,000); active means well fitted inhibition curve with a large enough effect in the polarisation, with a control signal flat; inconclusive means small, poorly fitted or top-dose-only effect, or effect the other way, or a change in a side signal; inactive means no such curve, though single readings can be large or run the other way; the % refers to the polarisation;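 further: polarization taken with two DNA probes labelled with fluorescein and Texas red; % of control where 0% means no effect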
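His-tagged ERG Ets domain (1 uM in the protein solution; 300mM KCl, 50mM Tris-HCl, 1mM EDTA, 1mM DTT, pH 7.5) received compound, then a probe mix of 5 nM fluorescein-DNA and 100nM Texas-615-DNA. Fluorescence polarization was read for both dyes.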
PGK inhibitor: inhibitors of T. brucei phosphoglycerate kinase. P07378. PGK/GAPDH coupled, Kinase-Glo luminescence, 60 min. actives 0.043% (n = 380,000). Potency, µM (series often up to 57.5 µM), without a hit: at the top dose activity change, negative = inhibition, actives largely listed as inhibitors. AID 602233; further: on the % scale 0 is the no-effect control and ±100 the full control effect; nearly all actives have a fitted effect of over 60% in size
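Luminescent ATP detection (Kinase-Glo Plus) follows a 60-minute room-temperature incubation, with wells lacking PGK as controls. Buffer: 100 mM TEA (pH 7.6), 5 mM MgCl2, 0.01% Tween-20. Coupling enzyme GAPDH (100 nM final) supplies unstable 1,3-BPG in-well.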
The depositor's hits bear a star; i = inactive; ? = inconclusive; . = no result given; & = joins results of further samples; [ ] = dose if it differs, or a comment. Unless noted, the call rests on the fitted dose curve; in most records, active means well fitted curve in the direction sought with a large enough effect; inconclusive means small, poorly fitted or top-dose-only effect, or another doubt; inactive means no such curve, though single readings can be large; an effect the other way counts as inactive or inconclusive. Potency means the concentration at half of the fitted maximal effect. These rows are one share of the data; count on the stated rates, not on these rows.

SMILES	Pin1 inhibitor	JMJD2A Tudor inh	12-LOX inh	rTrxR1 inhibitor	GLS inhibitor	HP1b chromo inh	RGS4 inh	ERG Ets-DNA blk	PGK inhibitor
O=C(NCCCN1CCOCC1)c1ccc2c(=O)n(-c3ccc(F)c(Cl)c3)c(=S)[nH]c2c1	0%	-20%	-29%	-9%	-8%	3%	-3%	0%	i
Cc1ccc(/C=C/S(=O)(=O)NCC(=O)OCC(=O)N2CC(=O)Nc3ccccc32)cc1	-4%	-22%	-14%	9%	3%	63%[activator]	-14%[56.9 µM]	6%	-1%
CCSc1nnc(-c2ccccc2N=Cc2c(C)[nH]n(-c3ccccc3)c2=O)c(=O)[nH]1	5%	-15%	-3%	2%[57.1 µM]	17%	16%	-9%	1%	i
O=C(N[C@H]1C/C=C\C(c2ccc(F)cc2)N(Cc2ccccc2)C(=O)C1)OCC1c2ccccc2-c2ccccc21 (stereo not given in full)	10%	-8%	?	4%	-1%	33%	5%	8%	0%
O=C(N1CCC(n2nc(-c3ccccc3)oc2=O)CC1)C1(c2ccccc2)CC1	-4%	-11%	29%	41%[activator]	2%	38%	7%	-10%	1%
Cc1c(C=NNC(=O)c2ccc(Br)cc2)c2ccccn2c1C(=O)c1ccncc1	25%	-27%	15%	14%	1%	20%	-6%	1%	-3%
COc1ccc(-n2c(SCC(=O)O)nnc2-c2ccc(NC(=O)c3ccccc3)cc2)cc1	-2%	-15%	-3%	16%	16%	22%	-9%	-4%	-7%
Cc1cccc(C)c1OCC(O)CNC(C)C (stereo not given)	0%	-2%	4%	3%	2%	25%	22%	2%	0%
Cc1c(Cl)cccc1NC(=O)c1ncoc1-c1ccco1	-6%	18%	-3%	4%[57.1 µM]	-8%	16%	-12%	7%	i
Cn1c(=O)c2c(nc(NCCc3ccccc3)n2Cc2ccc(Cl)cc2)n(C)c1=O	7%	?	0%	11%	3%	-7%	11%	-2%	0%
O=C(Nc1cccc([N+](=O)[O-])c1)Nc1cccc([N+](=O)[O-])c1	16%	-24%	-4%	22%	0%	-12%	-10%	-1%	0%
CC(C)CN(CCCNC(=O)c1cc(=O)[nH]c2ccc(S(=O)(=O)N3CCCCCC3)cc12)CC(C)C	11%	-15%	-26%	13%[57.1 µM]	0%	21%	6%	2%	6%
O=C(Nc1nc(SCc2ccc(F)cc2)ns1)c1ccco1	-2%	-1%	-18%	10%	-3%	33%	-14%	-2%	.
Cc1oc2cc3oc(=O)c(CCC(=O)NCCCn4ccnc4)c(C)c3cc2c1C	8%	?	21%	-16%	6%	10%	10%	-5%	1%
COc1ccc(S(=O)(=O)N(CC(=O)NCc2ccccn2)c2ccc(Cl)cc2)cc1	5%	-19%	-22%	4%	-14%	53%[activator]	10%	19%	-1%
Cn1ncc2c(NNC(=O)Cc3ccccc3)ncnc21	-9%	-21%	-2%	-8%	62%[activator]	23%	-5%	-1%	-9%
COc1ccc2occ(C(=O)c3ccc(N)cc3)c2c1	-5%	-10%	9%	-12%	0%	30%	-3%	0%	2%
COc1ccc(/C=C/C(=O)NCC(=O)N=Nc2c(O)[nH]c3ccc([N+](=O)[O-])cc23)cc1	?	?	0%	-6%	2%	3%	1%	-16%	-2%
Cc1nn(-c2ccc(F)cc2)c(-n2cccc2)c1C(=O)N1CCCCC1C (stereo not given)	-2%	-16%	-21%	18%	-10%	25%	-4%	3%	-9%
CCOC(=O)c1cc(-c2cccnc2)nn1-c1ccccc1	0%	-10%	-26%	-8%	0%	53%[activator]	-10%	-6%	2%
Cc1ccc(C)c(Cn2c(CN(C)Cc3ccccc3)nc3c2c(=O)n(C)c(=O)n3C)c1	5%	-28%	2%&3%	-3%[57.1 µM]	1%	24%	-13%	14%	-1%
C/C(CC(=O)NC(C)c1ccccc1)=N\NC(N)=S (stereo not given)	14%	32µM*	5%	17%[0.0914 µM]	-6%	?	-28%	-2%	5%
COCCCn1cnc2oc3nc4ccccc4nc3c2c1=O	19%	-1%	0%	-22%	1%	28%	-28%	2%	-1%
CCN(CC)S(=O)(=O)c1cccc(C(=O)N[C@H](C(=O)NCc2ccccc2F)C(C)C)c1	9%	-12%	3%	14%	3%	32%	34%	-7%	-1%

Overlap with the part before: 3 compounds, then new ones.
SMILES	Pin1 inhibitor	JMJD2A Tudor inh	12-LOX inh	rTrxR1 inhibitor	GLS inhibitor	HP1b chromo inh	RGS4 inh	ERG Ets-DNA blk	PGK inhibitor
C/C(CC(=O)NC(C)c1ccccc1)=N\NC(N)=S (stereo not given)	14%	32µM*	5%	17%[0.0914 µM]	-6%	?	-28%	-2%	5%
COCCCn1cnc2oc3nc4ccccc4nc3c2c1=O	19%	-1%	0%	-22%	1%	28%	-28%	2%	-1%
CCN(CC)S(=O)(=O)c1cccc(C(=O)N[C@H](C(=O)NCc2ccccc2F)C(C)C)c1	9%	-12%	3%	14%	3%	32%	34%	-7%	-1%
CC(=O)Nc1ccc(NC(=O)C(C)OC(=O)CSc2ccc(Br)cc2C)cc1 (stereo not given)	2%	-22%	0%	15%	8%	15%	6%	-8%	i
COc1ccccc1NC(=O)COC(=O)C1=NN(c2ccccc2)C(=O)CC1	0%	1%	-8%	11%	1%	6%	17%	4%	0%
O=C(CCNC(=O)c1ccco1)NCCc1c[nH]c2ccccc12	0%	-26%	-2%	-81%	3%	3%	-21%	0%	i
COCCn1c(SCC(=O)Nc2cccnc2Cl)nc2ccccc2c1=O	?	-6%	35%[activator]	-1%	5%	18%	7%	16%	-1%
CN1CCN(CCCNC(=O)CCC(=O)N2CCOc3ccccc32)CC1	4%	-18%	30%[activator]	13%[57.1 µM]	1%	14%	9%	2%	-1%
Cc1nnc(NC(=O)C2CC(=O)N(c3ccc4c(c3)OCCO4)C2)s1 (stereo not given)	-3%	-28%	11%	4%	0%	19%	8%	8%	-3%
O=C(N=C1N=C2C=CC=CN2Cc2ccccc21)c1ccc(S(=O)(=O)N2CCOCC2)cc1	1%	-2%	6%	25%	12%	40%[activator]	15%	-3%	-4%
c1csc(CCCN2CCCCC2)c1	-1%	-19%	10%	22%[11.4 µM]	9%	-4%	?	9%	i
COC(=O)[C@H](C)NC(=O)c1cc2c(cn1)[nH]c1ccccc12	3%	40µM*	?	-3%	?	?	?	-23%	i
CCc1ccc(OCC(O)CN2CCN(c3ccccc3)CC2)cc1 (stereo not given)	2%&1%	-35%&-30%	?	5%&9%	55%&68%[activator]	12%&-2%	-15%&21%	-7%	-1%&8%
Cc1c(C(=O)N2CCCCCC2)oc2ccccc12	2%	-12%	0%	24%	-11%	30%	14%	0%	-4%
CCCn1c(O)c(N=NC(=O)CNC(=O)c2ccncc2)c2ccccc21	-2%	-19%	2%	-14%	5%	40%[activator]	31%[11.4 µM]	-7%	-3%
COc1ccccc1CNC(=O)CCC(=O)n1ncc2cc(C)ccc21	-7%	-13%	7%	30%[57.1 µM]	9%	20%	-14%	15%	-11%
CCCn1c(SCC(=O)c2c[nH]c3ccccc23)nnc1-c1ccncc1	-1%	?	-19%	7%	3%	34%	-11%	-7%	2%
COc1cc2c(cc1NC(=O)COc1ccc(Br)c(C)c1)oc1ccccc12	4%	-3%	-14%	22%	9%	21%	7%	-1%	4%
CCOc1ccc(C2c3c(oc4cc(C)c(C)cc4c3=O)C(=O)N2CCCN(C)C)cc1OC (stereo not given)	0%	-18%	?	?	2%	19%	-26%	14%	-12%
Cc1cc(NC(=O)c2ccc([N+](=O)[O-])cc2Cl)no1	-9%	-14%	-10%	4%	1%	14%	26%	-3%	0%
CSc1ccc(CN2CCC(CO)(CCOc3ccccc3)CC2)cc1	33%[activator]	-16%	2%	16%	1%	41%[activator]	-9%	-4%	i
Cc1csc(NC(=O)[C@@H]2CCCN2C(=O)c2cccs2)n1	-4%	-8%	-17%	16%	11%	24%	18%	-9%	-7%
O=C(CCc1c[nH]c2ccccc12)NC(Cc1c[nH]c2ccccc12)C(=O)O (stereo not given)	-5%	-20%	?	22%	11%	18%	-2%	-11%	.
O=C(NN1C(=O)c2ccccc2NC1c1ccco1)c1ccc(Br)cc1 (stereo not given)	6%	-7%	0%	24%	9%	14%	-5%	-11%	-11%
Nc1nc(=S)c2ncn([C@@H]3O[C@H](CO)[C@@H](O)[C@H]3O)c2[nH]1	-5%	5µM*	?	-23%	1%	?	-48%	-4%	-4%
COc1ccc(N2CCN(C(=O)c3cccc(NS(=O)(=O)c4cccc(F)c4)c3)CC2)cc1	-2%	-30%	5%	-7%	37%[activator]	12%	2%	2%	1%
O=S(=O)(Cc1cc(Cl)nc(-c2ccncc2)n1)c1ccccc1	5%	1%	-9%	-9%[57.1 µM]	-6%	65%[activator]	-26%	1%	i
CN(C)C(=O)Cn1cnc2c(cnn2-c2ccc(F)cc2)c1=O	6%	-14%	-2%	17%	-5%	20%	-5%	-13%	-6%
CN(C)/C=N/c1nc(-c2ccc3c(c2)OCO3)cs1	1%	-13%	-2%	-1%[57.1 µM]	11%	4%	-8%	1%	-4%
